# Screening data (PubChem)
# NCOA3 inh – inhibits human SRC3 coactivator; Q9Y6Q9; HEK293 GAL4-SRC3 luciferase reporter, luminescence; inhibition, % at 3.6 µM; 0.17% of 360,000 active;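 active = inhibition above a per-campaign cutoff, the mean of all compounds plus 3 SD, cut at about 60% in these data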;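 note: 0% = DMSO-treated cells and 100% = gossypol-treated cells at 36 µM; higher means less SRC3-driven luciferase light from the GAL4 reporter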
# TLR9-MyD88 block – blocks human TLR9 binding to MyD88. inhibition, % at 4.98 µM. CHO BLA complementation TLR9-MyD88, CCF4 FRET ratio. AID 504734. 0.21% of 340,000 active. Q9NR96+Q99836;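 active = inhibition above the mean over all tested compounds plus 3 SD, cut at about 21% in these data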;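 note: 0% = DMSO only wells and 100% = clavulanate BLA inhibitor control wells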
# SRC1 inh – inhibits human SRC1 coactivator; Q15788; HEK293 GAL4-SRC1 luciferase reporter, luminescence; inhibition, % at 3.6 µM; 0.12% of 360,000 active; AID 588354;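 active = inhibition above the campaign mean plus 3 SD, with each screening campaign given its own cutoff, cut at about 60% in these data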;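 note: 0% = DMSO treated cells and 100% = gossypol at 36 µM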
# LRH-1 inv ag – inverse agonists of human LRH-1 (NR5A2) | O00482 | HEK293T StAR-luciferase reporter, LRH-1 transfected, 24 h | inhibition, % at 3.6 µM | 0.13% of 360,000 active;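 active = inhibition above the mean inhibition of all tested compounds plus 3 SD, cut at about 73% in these data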;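 note: 0% = DMSO wells and 100% = reporter-only cells lacking LRH-1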
# LMP1 NFkB inh – reduces LMP1-driven NF-kappaB luciferase signal; LMP1-induced NF-kappaB luciferase reporter cells, luminescence; inhibition, % at 12.5 µM; 0.69% of 350,000 active; in the data active = inhibition above about 41%; inconclusive = no clear call, values can overlap the other calls;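 note: 0% = neutral control wells and 100% = reference inhibitor control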
# TROY signal inh – blocks TROY-dependent signaling in reporter cells | 0.98% of 360,000 active | Q293 LMP1-TROYcd NF-kB luciferase reporter, 4 h | inhibition, % at 10 µM | AID 1347056;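 active = compounds whose plate-normalised and pattern-corrected inhibition of the luciferase reporter signal at the single screening dose is 50% or more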
# NR2F2 inh – inhibitors of human COUP-TFII (NR2F2). HEK293T NGFI-A luciferase reporter, luminescence. 0.7% of 370,000 active. inhibition, % at 8.6 µM. P24468. AID 686940;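 active = inhibition above a per-plate cutoff, mean inhibition of test wells between control levels plus 3 SD, cut at about 38% in these data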;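 note: cells cotransfected with COUP-TFII expression vector driving the NGFI-A reporter; 0% = median of COUP-TF2 test wells and 100% = reporter-only cells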
# Target sequence (P24468 whole entry, looked up): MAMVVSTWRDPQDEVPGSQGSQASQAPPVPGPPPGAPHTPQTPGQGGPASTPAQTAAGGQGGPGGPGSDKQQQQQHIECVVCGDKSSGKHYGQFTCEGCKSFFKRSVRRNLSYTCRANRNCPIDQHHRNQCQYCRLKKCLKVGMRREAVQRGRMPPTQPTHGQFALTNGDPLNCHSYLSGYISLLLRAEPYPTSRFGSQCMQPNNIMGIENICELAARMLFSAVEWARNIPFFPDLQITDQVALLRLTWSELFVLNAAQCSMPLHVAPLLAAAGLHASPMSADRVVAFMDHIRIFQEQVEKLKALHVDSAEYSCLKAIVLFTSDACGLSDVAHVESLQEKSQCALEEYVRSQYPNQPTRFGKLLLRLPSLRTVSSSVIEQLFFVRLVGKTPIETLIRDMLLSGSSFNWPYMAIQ
# NOD2 RIPK2 PPI – blocks binding of human NOD2 to RIPK2; O43353; CHO BLA complementation NOD2-RIPK2, CCF4 ratio; inhibition, % at 4.98 µM; 0.38% of 360,000 active; in the data active = inhibition above about 21%;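 note: 0% = vehicle only and 100% = reference blocker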
# Target sequence (O43353 whole entry, looked up): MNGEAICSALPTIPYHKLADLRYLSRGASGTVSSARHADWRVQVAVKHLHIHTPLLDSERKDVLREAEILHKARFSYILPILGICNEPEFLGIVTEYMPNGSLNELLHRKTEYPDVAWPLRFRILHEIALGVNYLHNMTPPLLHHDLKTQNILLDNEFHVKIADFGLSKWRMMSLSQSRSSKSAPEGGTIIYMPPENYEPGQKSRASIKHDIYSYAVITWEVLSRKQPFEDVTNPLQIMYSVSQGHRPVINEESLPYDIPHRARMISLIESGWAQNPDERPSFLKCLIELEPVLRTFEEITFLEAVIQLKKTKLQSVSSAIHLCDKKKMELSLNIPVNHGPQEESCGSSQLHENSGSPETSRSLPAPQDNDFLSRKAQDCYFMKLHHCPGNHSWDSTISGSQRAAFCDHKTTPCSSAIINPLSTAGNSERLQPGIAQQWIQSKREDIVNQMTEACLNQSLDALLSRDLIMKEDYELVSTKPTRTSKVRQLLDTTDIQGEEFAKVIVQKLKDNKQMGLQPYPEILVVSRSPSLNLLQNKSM
# TRAIL sens C8 – sensitizes caspase-8 expressing cells to TRAIL. NB7+C8 cells + TRAIL, ATPlite viability luminescence. inhibition (viability loss, TRAIL sensitization), % at 10 µM. 1% of 360,000 active;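 active = compounds causing at least 50% loss of cell viability in the single-dose screen, relative to plate controls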
# Vif imaging – inhibitors of HIV Vif. HEK293T cells, Vif self-association by quenched fluorescence, imaging, 24 h. inhibition, % at 7.49 µM. 0.35% of 340,000 active; in the data active = inhibition above about 50%, passing the limit was not always enough; inconclusive = no clear call, values can overlap the other calls; inactive = below about 31%; note: some results filed as inactive read as strong as hits
# NCOA2 inhibitor – inhibits human steroid receptor coactivator 2; HEK293 GAL4-SRC2 luciferase reporter, luminescence; Q15596; 0.17% of 370,000 active; inhibition, % at 9 µM;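 active = inhibition above the mean inhibition of all tested compounds plus 3 SD, set per campaign, cut at about 52% in these data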;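 note: 0% = DMSO treated cells and 100% = cells given Gossypol at 36 µM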
# * = called active by the depositor; ? = inconclusive; / = not tested or not shown.
# Values in the order: NCOA3 inh, TLR9-MyD88 block, SRC1 inh, LRH-1 inv ag, LMP1 NFkB inh, TROY signal inh, NR2F2 inh, NOD2 RIPK2 PPI, TRAIL sens C8, Vif imaging, NCOA2 inhibitor
1	COc1ccc(NC(=O)CN2C(=O)NC(C)(Cc3ccc(OC)c(OC)c3)C2=O)cc1 (stereo not drawn)
  -0.5, -8.4, 4.4, -7.5, 1.6, 6.9, -10.4, -7.4, -6.4, -8.0, -4.0
2	COc1cc(NS(=O)(=O)c2ccc(NC(=O)COc3ccccc3C)cc2)nc(OC)n1
  -22.3, 2.1, 4.8, 0.8, -4.0, 7.4, -16.3, -15.2, 2.6, -3.2, -14.9
3	CC1(C(=O)NS(=O)(=O)c2ccc(Cl)s2)CCN1C(=O)Cc1ccc(Cl)cc1Cl (stereo not drawn)
  2.4, /, 6.5, 12.4, /, -2.6, 8.0, -6.7, -12.9, /, 0.9
4	Cc1ccc(S(=O)(=O)NCCCNS(=O)(=O)c2ccc(C)cc2)cc1
  19.7, -4.3, -6.8, -24.9, -1.6, -14.7, -16.5, -0.7, -6.4, -2.6, 0.1
5	COc1ccc(-n2nnnc2SCC(=O)c2ccc(OC)c(OC)c2)cc1
  9.1, 5.3, -4.6, 3.0, 12.7, 8.7, 18.1, 0.0, -16.3, 2.4, -30.0
6	CN(C)c1ccc(S(=O)(=O)N(C)C)cc1[N+](=O)[O-]
  17.1, 4.3, -10.6, -4.2, -6.4, -4.1, 1.1, 4.3, -0.8, -2.7, -6.9
7	Clc1ccc2[nH]c(-c3ccccc3)cc2c1
  -45.3, 9.0, -97.4, -110.4, -31.7, -60.3, -51.3, 6.8, 0.4, -14.0, -50.3
8	COCCNC(=O)c1c(CSc2ccc(Cl)cc2)noc1C(=O)NCc1ccccc1
  1.0, -36.7, 5.5, -11.2, 1.5, 8.0, -0.4, -8.6, -2.0, 27.9, 2.9
9	CCN(CC)P1(=O)OC(c2cc(OC)c(OC)c(OC)c2)=Nc2c1c(C)nn2-c1ccccc1 (stereo not drawn)
  -2.0, 0.9, 10.5, 3.1, -7.4, -2.2, 5.4, -6.4, 3.7, -3.3, 9.7
10	CC(C)C1C(=O)N(Cc2cn(CCC3OCCCO3)nn2)CCS(=O)(=O)N1Cc1ccc(-c2ccc(Cl)nc2)cc1 (stereo not drawn)
  -2.4, 4.2, -12.2, -24.2, -1.8, -33.5, 6.7, -1.9, 3.3, 12.7, 4.2
11	CC(C)(C)OC(=O)C[C@@H]1C/C=C\C[C@H](CC(=O)N(CCO)Cc2ccccc2)C(=O)N[C@@H](Cc2ccccc2)COC1=O
  -7.4, -0.6, -1.7, 16.6, -0.3, -4.4, 2.5, 5.3, -7.8, -6.8, -21.6
12	CC(=O)C1=C(O)C(=O)N(CCC(=O)O)C1c1ccccc1[N+](=O)[O-] (stereo not drawn)
  2.5, 4.8, -13.5, 6.5, -0.2, -12.6, -5.3, 1.9, -4.3, -1.8, 0.0
13	O=C(Nc1cccc(Cl)c1)C1COc2ccccc2O1 (stereo not drawn)
  -16.7, -4.5, -17.5, -42.4, 5.4, -19.8, -6.7, -10.3, -8.2, -1.2, -60.7
14	Cc1ccc(N2C(=O)CSC2c2cccs2)cc1 (stereo not drawn)
  -5.9, 2.2, 6.2, -2.8, -1.4, -7.8, -2.9, -9.1, -7.5, 25.2, -14.9
15	OCCC1CN(Cc2ccccc2-c2ccco2)CCN1C1CCCC1 (stereo not drawn)
  14.7, 2.6, 10.5, 12.4, -4.2, 1.0, -8.0, -1.4, 2.3, 7.6, -7.0
16	CCCCCCn1c(COc2ccccc2F)nnc1SCC(=O)NC1CCS(=O)(=O)C1 (stereo not drawn)
  -8.1, -7.4, -23.0, -2.9, -10.2, -26.5, -14.6, 9.2, 1.1, -2.8, -4.2
17	COc1ccc(C(=O)NCCSC2CCCCC2)cc1
  -61.4, 1.6, -91.3, -106.0, -5.1, -51.2, -49.1, 12.6, -4.8, -1.2, -25.5
18	Cc1ccc(S(=O)(=O)N2CCCC2)cc1C(=O)NCc1ccccn1
  15.2, -10.7, -9.9, 1.3, -3.1, 3.0, 3.2, -9.9, -18.3, -0.9, 0.8
19	CCCN(Cc1cc2cc(C)ccc2[nH]c1=O)C(=O)c1ccccn1
  18.3, -4.2, 2.9, 1.2, -3.8, 13.7, -30.1, 7.5, -3.2, 6.3, -30.7
20	COC(=O)c1ccccc1OS(=O)(=O)N(C)C
  17.1, 6.7, 10.2, 10.1, -3.1, 6.5, 7.7, 7.2, -3.8, 0.0, 17.4
21	CC/C(=C\C(=O)c1cccnc1)Nc1ccc(C)c(C)c1
  1.5, -3.5, 1.9, 9.6, -14.3, -15.9, 0.5, -19.0, 2.2, -9.9, -12.2
22	COc1ccc(OC)c(C(C)NC(=O)C23CC4CC(CC(C4)C2)C3)c1 (stereo not drawn)
  4.7, 3.8, -7.2, 12.4, -2.6, 19.6, 12.3, 0.6, -11.6, -2.2, 0.8
23	CC(C)C[C@H]1CN([C@@H](CC(C)C)CN2CCCC2CN2C(=S)NC[C@@H]2Cc2ccc(O)cc2)C(=S)N1CCc1ccccc1 (stereo partly drawn)
  -9.8, 0.3, -37.4, -7.9, 13.7, -4.0, 26.1, 7.2, 14.5, -4.2, 3.7
24	NC(=O)c1c(N)sc2c1CCC2
  20.1, -4.7, 9.0, -1.9, -0.6, -12.5, 6.0, -5.6, 1.4, 4.1, -5.5
25	Cc1ccc(S(=O)(=O)N2CCCC2C(=O)Nc2ccc(O)cc2)cc1 (stereo not drawn)
  10.8, 6.2, 17.5, -15.9, 3.8, 0.0, -3.0, 2.2, -6.3, 5.1, -1.4
26	O=C(Cc1cccs1)N1CCN(c2nc(-c3ccc(Cl)cc3)cs2)CC1
  4.8, -14.1, -15.5, 16.1, 14.0, 3.6, /, 3.9, -2.9, -26.4, /
27	Cc1ccc(/C=C/C2=NN(Cc3ccc(Cl)c(Cl)c3)C(=O)CC2)cc1
  25.4, -5.4, -7.0, 12.2, 9.9, 4.1, 22.8, -6.7, -5.1, -3.1, 4.6
28	Cc1ccc2cc(CN(C(=O)c3ccco3)c3ccccc3C)c(=O)[nH]c2c1
  -4.7, -0.4, -17.0, -0.4, 1.0, -11.8, 11.3, 4.7, -6.2, ?, -12.8
29	Cc1csc(NC(=O)c2ccc(OCC3CCCO3)cc2)n1 (stereo not drawn)
  -65.0, 2.9, -83.9, -155.0, 34.9, 23.0, -17.7, -0.5, 53.6*, -5.7, -40.2
30	Cc1cc(C)c2c(n1)sc1c(=O)n(Cc3ccccc3Cl)nnc12
  13.2, -12.4, -17.5, 0.8, 5.6, -29.1, 8.8, -0.6, -2.1, -6.0, -11.5
31	CCO[C@@H]1OC(C(=O)N2CCOCC2)=C[C@H](C2CCCCC2)[C@H]1CCCO
  -5.9, -1.3, -28.2, -8.8, -0.7, -8.6, 4.5, 5.5, 7.9, -2.3, 2.2
32	COc1ccc(N2CCN(C(=O)Cn3cnc4sc(C)c(S(=O)(=O)N5CCOCC5)c4c3=O)CC2)cc1
  -5.0, -0.2, 1.7, 3.2, 0.3, -12.3, 5.3, -3.9, -0.6, 4.2, 0.2
33	CCN(C(C)=O)c1cnc(C=NNC(N)=S)c2ccccc12
  40.6, -4.3, 15.7, 66.4, -1.7, -5.6, 2.0, -15.5, 6.7, -2.9, -10.5
34	Cn1c(CN2CCCCC2)nc2cc(NC(=O)c3ccc(Cl)cc3)ccc21
  -1.9, -7.1, 10.2, 29.2, 10.1, 13.6, 62.2*, 12.0, 11.0, -3.5, -17.3
35	CC(C)OP(=O)(CCP(=O)(OC(C)C)OC(C)C)OC(C)C
  -3.5, 1.4, 10.8, 14.5, 4.4, -3.9, 17.3, -11.6, -2.9, -3.1, -15.3
36	CCNC(=S)N/N=C/c1ccc(OCC(=O)Nc2ccc(OC)cc2)c(OC)c1
  15.6, 3.6, -8.8, -2.4, 18.8, -7.5, 2.4, -14.9, 6.8, -13.3, 1.9
37	CCOC(=O)CC1=NN(c2ccccc2)C(=O)/C1=C\c1ccc(N(C)C)cc1
  17.9, -8.0, 13.0, 3.4, 9.7, -37.5, 11.3, -12.5, 4.3, 3.4, -18.7
38	CSc1nc(NC(C)(C)C)nc(Oc2ccc(=O)[nH]n2)n1
  -5.7, 2.4, -38.8, -0.1, -3.5, -15.7, -5.4, -7.8, 4.3, 11.7, -19.8
39	O=C(O)c1cc(-c2ccco2)nc2cc3ccccc3cc12
  11.9, 8.8, -2.2, 16.1, -2.1, -7.3, -3.1, 0.2, 1.4, 0.8, -29.6
40	CCOC(=O)N1CCN(C(=O)c2cn(C)c3ccc(S(=O)(=O)N4CCOCC4)cc3c2=O)CC1
  13.7, -0.7, -0.7, -0.1, 6.8, -25.7, -10.3, 5.9, -11.3, 9.6, -23.7
41	Cn1c(Cn2cnc([N+](=O)[O-])n2)nnc1SCC(=O)Nc1ccc(Br)cc1
  13.8, 2.7, -9.4, 30.2, -6.3, -11.4, 1.2, 10.3, 7.1, 6.0, -6.8
42	CSc1ccc(CNCCCSc2ncccn2)cc1
  -4.1, -5.6, -14.6, -2.0, -7.3, -10.0, -14.8, -7.9, 0.7, 14.8, 11.1
43	Cc1ccc(S(=O)(=O)N2CCCC(NC(=O)N3CCN(c4ccccc4)CC3)C2)cc1 (stereo not drawn)
  -2.4, -14.2, -10.1, -12.0, -5.0, 11.7, -3.4, -5.3, -4.5, /, 22.1
44	COc1ccc(Br)c(Cn2c(C)c(C(=O)NCc3cccs3)sc2=O)c1
  -12.1, /, -4.6, 0.9, /, 17.3, 1.6, -1.7, -14.3, 1.0, -27.8
45	CN(CC(=O)Nc1ccc(Cl)c(Cl)c1)C(=O)CC1OC(=O)c2ccccc21 (stereo not drawn)
  24.0, 1.7, -0.1, 12.8, 3.8, -8.6, -5.1, 1.5, -6.1, 1.5, 8.1
46	CN1CCN(C(=O)c2ccc(C3SCC(=O)N3Cc3ccco3)cc2)CC1 (stereo not drawn)
  11.5, 1.2, -3.2, 15.6, -1.6, 7.7, 6.7, 4.7, 2.0, 1.9, -12.3
47	CC(C)CC(=O)Nc1cccc2c1C(=O)N(c1ccccc1)C2=O
  10.5, -3.5, 12.3, 0.7, 6.7, 37.6, 12.0, -8.4, -11.0, 2.8, 10.7
48	CCn1c(CN2CCOCC2)nnc1SCC(=O)Nc1ccccc1Cl
  -24.3, 0.7, -47.5, -0.1, -2.1, 2.7, 15.2, -3.7, 1.3, 9.8, -2.9
49	Cc1cccc(OCCCCN2CCNCC2)c1
  13.1, -0.8, -20.1, 16.4, -2.4, 15.8, -4.3, -13.0, -3.5, 12.9, 4.3
50	CNC(=S)N1CCN(c2nc(-c3ccc(Cl)cc3)cs2)CC1
  -7.9, 6.0, 5.0, 5.1, 8.2, 3.9, 13.9, -5.5, -18.0, -1.1, -16.9
51	CCOC(=O)C1CCN(c2ncnc3c2oc2ccc(Br)cc23)CC1
  -6.7, 2.9, -4.7, -11.0, 0.4, 8.4, 12.1, -6.3, 13.6, 4.1, -12.5
52	CC(C)OCCCn1c(SC(C)C(=O)NC2CC2)nc2ccccc2c1=O (stereo not drawn)
  8.0, 5.1, -3.1, 5.8, 5.4, -3.2, -5.5, -8.4, 2.9, -6.0, -18.4
53	Cc1cc(=O)oc2c(N)c(O)ccc12
  -9.7, 3.0, -4.0, 1.7, 3.7, -20.6, -16.3, -0.6, 3.6, 27.7, -24.9

# A portion of the library. The share of hits here may be higher or lower than overall.
